STEP block: inhibitors of human striatal-enriched phosphatase STEP. recombinant STEP, OMFP fluorogenic substrate, fluorescence. AID 588621. 360,000 compounds, 0.25% hits. inhibition, % at 20 µM. P54829;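 active means inhibition at 20 µM, scaled per plate between control wells, above about 37%, limit read from the data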;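 further: 0% = DMSO with enzyme and substrate and 100% = substrate only without enzyme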
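Assay system: isolated STEP enzyme. Buffer or medium: pH 6.0 Bis-Tris with DTT and Tween 20. Also added: fluorogenic phosphatase substrate OMFP at 25 µM final. Dosing: 20 µM, 1% DMSO. Timing: 20 min reaction, room temperature, in the dark. Measured by: fluorescence intensity, excitation 480 nm, emission 540 nm. Evaluation: normalized % inhibition.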
NadD block: blocks S. aureus nicotinate mononucleotide adenylyltransferase; purified NadD enzyme, colorimetric absorbance read-out; 360,000 compounds, 0.78% hits; inhibition, % at 20 µM; in the data active means inhibition above about 26%; further: some compounds past the cut are filed as inactive
MLLE-PAM2 inh: blocks PAM2 peptide binding to the PABP1 MLLE domain | P11940 | GST-MLLE / FITC-PAM2 fluorescence polarization | AID 588489 | 360,000 compounds, 0.36% hits | inhibition, % at 20 µM; in the data active means inhibition above about 35%, passing the limit was not always enough;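 further: plate controls were DMSO wells with GST-MLLE for no effect and wells lacking GST-MLLE protein for full effect; some results filed as inactive read as strong as hits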
Rpn11 inh: inhibitors of human proteasome Rpn11; O00487; human 26S proteasome, Ub4-pepOG fluorescence polarization; 20S core pre-blocked with epoxomicin; calls only at 20 µM; 360,000 compounds, 0.59% hits; AID 588493;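 active means inhibition at 20 µM, scaled to each plate's controls, above about 33%, limit read from the data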
Target sequence (O00487 whole entry, looked up): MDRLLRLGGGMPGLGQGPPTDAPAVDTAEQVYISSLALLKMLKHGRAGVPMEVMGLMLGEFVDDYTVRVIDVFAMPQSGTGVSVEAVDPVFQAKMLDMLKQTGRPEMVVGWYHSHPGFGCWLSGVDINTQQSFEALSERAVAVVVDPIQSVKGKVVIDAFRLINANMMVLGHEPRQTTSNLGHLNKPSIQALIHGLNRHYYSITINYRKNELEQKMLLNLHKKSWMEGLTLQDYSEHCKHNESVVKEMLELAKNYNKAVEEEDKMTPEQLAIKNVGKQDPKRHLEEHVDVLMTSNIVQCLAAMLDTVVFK
CSN inh: inhibitors of human CSN-mediated cullin deneddylation; 360,000 compounds, 0.38% hits; AID 651999; Purified CSN, SCF-Nedd8-OG deneddylation, fluorescence polarization; inhibition, % at 12.5 µM; Q92905;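 active means pattern-corrected inhibition above about 35%, with an unprinted fluorescence ratio check between 0.5 and 1.5, limit read from the data, passing the limit was not always enough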;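 further: 0% = enzyme with substrate and 100% = substrate without enzyme; some results filed as inactive read as strong as hits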
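Assay system: purified human Csn5 enzyme expressed in HEK293T cells; measure: % inhibition; also added: SCFSkp2-Nedd8OG substrate at 10 nM final; technique: fluorescence polarization; times: reaction 90 min, room temperature; medium: Tris buffer pH 7.5, NaCl, DTT, Tween-20, trehalose, ovalbumin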
Tb MetRS inh: Trypanosoma brucei MetRS inhibition; purified T. brucei MetRS, ATP depletion, Kinase-Glo luminescence; inhibition, % at 11.9 µM; 360,000 compounds, 0.4% hits;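 active means inhibition above a per-plate cutoff of the control wells' mean inhibition plus 3 SD, cut at about 5.5% in these data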;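 further: 0% = DMSO wells median and 100% = median of wells with control inhibitor compound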
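Dosing: 11.9 µM single point; system: parasite MetRS enzyme; technique: luminescence of leftover ATP; times: 15 min enzyme-compound preincubation, 2 h reaction, 10 min detection, 25 °C; replicates: each compound tested once; read-out basis: percent inhibition relative to median high and low control wells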
DNMT1 block: DNMT1 (human) enzyme inhibition | DNMT1 molecular beacon, Hinp1I cleavage, fluorescence | inhibition (reported as % activation of signal), % at 10 µM | 360,000 compounds, 0.83% hits; in the data active means inhibition above about 50%
SUMO1 PPI mod: modulators of human SUMO1-mediated protein-protein interactions; SUMO1 binding to a labelled peptide, TR-FRET, 1 h; inhibition, % at 20 µM; 360,000 compounds, 0.33% hits; in the data active means inhibition above about 37%
Target sequence (P63165 whole entry, looked up): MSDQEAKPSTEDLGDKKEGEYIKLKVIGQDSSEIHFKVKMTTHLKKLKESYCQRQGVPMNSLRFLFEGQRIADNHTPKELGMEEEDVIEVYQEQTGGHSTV
LMPTP inh: LMPTP (human) inhibition | P24666 | recombinant LMPTP-A, OMFP fluorogenic substrate, fluorescence intensity | inhibition, % at 20 µM | 360,000 compounds, 0.22% hits;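 active means compounds that cut the enzyme signal by at least half of the control window in the single-dose screen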;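 further: plate controls were DMSO wells with enzyme plus substrate for no effect and substrate without enzyme for full effect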
Target sequence (P24666 whole entry, looked up): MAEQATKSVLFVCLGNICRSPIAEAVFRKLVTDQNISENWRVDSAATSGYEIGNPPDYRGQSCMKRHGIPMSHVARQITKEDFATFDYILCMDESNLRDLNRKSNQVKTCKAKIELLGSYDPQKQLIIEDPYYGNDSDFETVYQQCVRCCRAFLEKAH
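material = LMPTP-A | quantity = 0.625 nM enzyme | reagent = OMFP substrate, 400 µM final | buffer or medium = Bis-Tris pH 6.0, DTT, detergent | detection = endpoint fluorescence intensity from OMFP dephosphorylation | dosing = single 20 µM dose | read-out basis = % inhibition relative to no-enzyme and uninhibited control wells | control set = no-enzyme and uninhibited controls | timing = 50 min at room temperature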
Scp1 inh: blocks human Scp-1 phosphatase activity. Recombinant Scp1, phosphopeptide, malachite green phosphate absorbance. inhibition, % at 20 µM. 340,000 compounds, 0.88% hits;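 active means inhibition above about 50% at 20 µM, limit read from the data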;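 further: plate controls were DMSO wells with enzyme for no effect and wells lacking enzyme for full effect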
Target sequence (Q9GZU7 76-261 limits assumed): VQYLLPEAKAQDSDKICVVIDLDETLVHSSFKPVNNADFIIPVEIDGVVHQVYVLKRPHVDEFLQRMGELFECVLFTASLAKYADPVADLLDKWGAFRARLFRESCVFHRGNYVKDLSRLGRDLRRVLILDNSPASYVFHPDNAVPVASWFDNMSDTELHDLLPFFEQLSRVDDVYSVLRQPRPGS
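System: SCP-1 catalytic domain; Reagent: Phospho 17-mer peptide substrate; Doses: one concentration, 20 µM, with 1.0% DMSO; Incubation: 45 min room-temperature reaction, 5 min colour, 30 min stabiliser; Signal: Phosphate-binding colour reagent, absorbance read at 630 nm.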
An asterisk follows results filed as active; i = inactive; nt = no result given. Not a hit list. Share with any hit: about 3.6%.

SMILES	STEP block	NadD block	MLLE-PAM2 inh	Rpn11 inh	CSN inh	Tb MetRS inh	DNMT1 block	SUMO1 PPI mod	LMPTP inh	Scp1 inh
COc1ccc(C2c3sc(=O)[nH]c3SC3C(=O)N(c4ccccc4)C(=O)C32)cc1 (stereo not drawn)	1	6	26	i	-1	-0.5	-4	-10	-1.0	-4
O=C(c1cc(C2CC2)nn1-c1ccccc1)N1CCN(Cc2c(F)cccc2Cl)CC1	-2	-3	10	i	-5	-0.5	3	0	1.6	6
O=C(NCc1ccc(Cl)cc1)c1cc(S(=O)(=O)N2CCCCC2)c[nH]1	0	1	4	i	-1	0.7	-33	-3	1.2	-10
COc1ccc(N2C(=O)C(CN3CCCCC3)C2c2ccccc2)cc1 (stereo not drawn)	1	5	-9	i	4	-0.6	-5	3	0.0	-1
CC(C)N1CCc2c(sc(NC(=O)c3ccc4ccccc4c3)c2C(N)=O)C1	2	9	-51	nt	57*	-0.2	-8	-34	3.2	-4
Cn1ccc2c(-c3ccc(C(F)(F)F)cc3)cc3c(c21)C1CCC3C1 (stereo not drawn)	-1	0	8	i	2	-0.6	2	1	1.6	nt
O=C(COC(=O)CNC(=O)C1CCCCC1)NCc1ccc(Cl)cc1	-1	-5	-11	i	-3	-0.3	-5	1	-1.1	0
Cc1ccccc1Cn1c2ccccc2c2cnn(CC(=O)NCc3ccco3)c(=O)c21	2	2	-19	i	2	-1.1	21	3	5.6	-6
Cn1c(=O)c2c(ncn2CC(=O)OCC(=O)c2ccc(Cl)cc2)n(C)c1=O	2	1	-31	i	4	-0.3	3	3	-0.6	-3
COc1ccc([N+](=O)[O-])cc1NC(=O)COC(=O)/C=C/c1ccco1	-5	-6	2	i	-8	0.3	1	-12	2.7	-8
O=C(COC(=O)C1(c2ccccc2)CC1)NNC(=O)c1ccccc1F	-1	2	3	i	0	-0.3	7	1	-0.9	-6
Cc1ccccc1-n1c(C)nnc1SCc1cc(=O)oc2ccc3ccccc3c12	-1	9	14	i	-2	-0.1	-7	-27	-1.4	8
Cc1cccc(NC(=O)Nc2nnc([C@H]3C[C@H](O)[C@@H](CO)O3)s2)c1	-2	-2	13	i	2	-0.3	5	4	-0.9	nt
Cc1cc(C)nc(NC(=S)Nc2cccc(Cl)c2Cl)c1	3	8	16	i	-5	-0.4	2	-4	2.0	2
O=C(COC(=O)c1ccc(O)cc1O)Nc1ncc(Cl)cc1Cl	-2	3	1	i	-3	-0.5	11	8	0.4	13
O=C(CCNC(=O)c1ccc(Br)cc1)NCc1ccncc1	2	-5	4	i	-2	0.0	0	-1	-0.6	-4
O=C(NCc1n[nH]c(=S)n1-c1ccccc1)c1cccs1	0	-3	10	i	-4	-0.4	-1	-2	0.2	-9
COCCn1nnnc1C(c1cc2cccc(C)c2[nH]c1=O)N1CCN(c2ccccc2F)CC1 (stereo not drawn)	5	6	21	i	7	-0.8	-12	-17	-3.0	-1
CC(=O)c1ccc(NC(=S)NCCc2ccc(S(N)(=O)=O)cc2)cc1	0	-1	40*	i	-7	-0.4	-1	-3	-0.1	-2
Cc1ccc(NC(=O)Cn2nc(-c3ccccc3Cl)ccc2=O)c(Br)c1	0	-1	-13	i	-3	-0.1	1	-2	0.6	4
CC1CCCN(Cc2nc(Cc3ccccc3Cl)no2)C1 (stereo not drawn)	0	-1	-12	i	-5	-0.8	4	-1	1.4	6
COC(OC)c1ccnc(-c2ccc(OC(C)=O)cc2)n1	-2	-1	-6	i	-1	-0.6	0	-1	-0.7	-3
CCOc1ccccc1N1CC(C(=O)Nc2ccc3c(c2)OCCO3)CC1=O (stereo not drawn)	0	-7	-10	i	-4	-0.4	1	3	0.0	7
CCCCCOc1ccc(C(=O)Nc2ccc(S(=O)(=O)Nc3cc(C)on3)cc2)cc1	0	-5	-4	i	0	-0.4	2	-6	-1.1	-6
C/C(=N\NC(=O)c1ccc(CN2CCOCC2)cc1)c1ccc([N+](=O)[O-])cc1	-3	1	1	i	-3	0.4	-6	-23	-0.3	0

CSN inh: what is marked active above.
canonical_smiles | NadD block | MLLE-PAM2 inh | Rpn11 inh | CSN inh | Tb MetRS inh | DNMT1 block | SUMO1 PPI mod | LMPTP inh | Scp1 inh
CC(C)N1CCc2c(sc(NC(=O)c3ccc4ccccc4c3)c2C(N)=O)C1 | 9 | -51 | nt | 57* | -0.2 | -8 | -34 | 3.2 | -4

Looked up above:
Entry of COc1ccc(N2C(=O)C(CN3CCCCC3)C2c2ccccc2)cc1 (stereo not drawn) under Tb MetRS inh: -0.6
Entry of Cc1ccccc1Cn1c2ccccc2c2cnn(CC(=O)NCc3ccco3)c(=O)c21 under STEP block: 2

Record cards, as listed above. Screens in order: STEP block, NadD block, MLLE-PAM2 inh, Rpn11 inh, CSN inh, Tb MetRS inh, DNMT1 block, SUMO1 PPI mod, LMPTP inh, Scp1 inh
`Cc1ccccc1-n1c(C)nnc1SCc1cc(=O)oc2ccc3ccccc3c12` across the screens: -1, 9, 14, i, -2, -0.1, -7, -27, -1.4, 8
`O=C(NCc1n[nH]c(=S)n1-c1ccccc1)c1cccs1` across the screens: 0, -3, 10, i, -4, -0.4, -1, -2, 0.2, -9
`CC1CCCN(Cc2nc(Cc3ccccc3Cl)no2)C1` (stereo not drawn) across the screens: 0, -1, -12, i, -5, -0.8, 4, -1, 1.4, 6

Other compounds:
SMILES	STEP block	NadD block	MLLE-PAM2 inh	Rpn11 inh	CSN inh	Tb MetRS inh	DNMT1 block	SUMO1 PPI mod	LMPTP inh	Scp1 inh
CCCNC(=O)c1ccc(N2CCC3(CC2)CC(c2ccccc2)=NO3)c(NC(=O)c2cccc(OC)c2)c1	7	16	0	i	2	-0.6	-13	11	5.8	8
Cn1c(=O)[nH]c(=O)c2c1nc(CN1CCN(c3cccc(Cl)c3)CC1)n2CCN1CCOCC1	-4	-4	-3	i	-3	-0.8	1	5	-1.4	-8
O=C(Cc1ccccc1)Nc1nnc(-c2ccccc2)o1	1	5	7	i	-1	0.0	-1	0	-0.7	-10
CC(=O)c1cc2c(cc1NC(=O)CCc1ccccc1)OCO2	-3	-4	-6	i	2	-0.2	2	-9	-0.6	-10
CSc1ccc(/C=C(\C#N)C(=O)Nc2cccc(C)c2)cc1	-2	1	-6	i	2	0.8	0	0	-2.1	-4
CC1S/C(=C(\C#N)C(N)=O)N(c2ccc(F)cc2)C1=O (stereo not drawn)	-1	-1	16	i	3	0.1	-11	0	-1.9	5
CC1(C)CC(=O)C(C=NCCc2ccc(S(N)(=O)=O)cc2)=C(O)C1	-5	10	8	i	0	-0.7	-3	-1	-0.9	0
O=C1C(=Cc2ccco2)CCC1=Cc1ccco1	97*	21	27	nt	47	0.1	34	121*	64*	80*
CCCCCCCCN1C(=O)[C@H](CC(=O)NCc2cccc3ccccc23)C[C@@]2(C(=O)OC)CCCCC=C12	nt	3	nt	nt	2	-1.4	nt	3	4.2	nt
CC(C)(C)OC(=O)NCc1ccc(CNC(=O)c2[nH]cnc2C(=O)Nc2ccccc2F)cc1	-3	15	5	i	-1	-1.0	-8	-1	2.8	nt
CCOc1ncccc1C(=O)N(C)CC(=O)Nc1ccccc1SC	-6	6	-137	i	-2	0.2	4	-1	-0.2	60*
Cc1ccc(SC(=O)COc2ccc(C)c(C)c2)cc1	1	-4	32	i	4	-0.9	4	-2	-0.1	-7
O=C(NCc1ccc2c(c1)OCO2)C(=O)NCC1OCCN1S(=O)(=O)c1ccc(F)cc1 (stereo not drawn)	1	4	-18	i	2	0.0	-4	7	5.5	-5
Cc1cccnc1Sc1c([N+](=O)[O-])ncn1C	-4	1	-3	i	0	0.2	4	-12	0.2	-2
COc1ccc(N2C(=O)[C@@H]3[C@H](C2=O)[C@H]2c4ccccc4C=CN2[C@@H]3C(=O)Nc2ccccc2)cc1	-2	16	4	nt	-68	0.5	-22	-7	0.6	-4
Cc1c(C)c2cc(Cl)c(OCC(=O)N3CCN(c4ccc(F)cc4)CC3)cc2oc1=O	-4	5	12	i	-2	0.3	5	3	-1.1	-6
Cc1ccc(-n2c(SCC(=O)NC3CCS(=O)(=O)C3)nc3ccccc3c2=O)cc1 (stereo not drawn)	1	4	-17	i	-1	0.6	1	1	0.5	-5
CC(=O)Nc1ccc(S(=O)(=O)N(C)c2ccc(OCC(=O)OCC(=O)N3CCCCC3)cc2)cc1	0	-3	-1	i	-3	-0.1	1	19	-1.0	4
COC(=O)C1CCN(C(=O)C2CCN(C(=O)[C@@H](NS(=O)(=O)c3ccc(C)cc3)C(C)C)CC2)CC1	-2	1	-21	i	-1	-1.5	-1	-2	-1.3	1
CCN1CCN(c2c(Cl)cccc2NC(=O)c2ccc([N+](=O)[O-])cc2)CC1	0	-3	-7	i	4	-0.3	-2	-20	0.4	-24
CC(=O)c1ccc(N(C(=O)c2ccco2)C(C(=O)NC2CCCC2)c2ccc(N3CCOCC3)cc2)cc1 (stereo not drawn)	-3	5	-3	i	-1	-0.4	0	-2	-1.8	-2
CCCCC(=O)N(C)c1c(CC)nc2c(OCC3CCCCC3)cccn12	6	7	1	i	-4	-0.3	2	-3	1.2	nt
Cc1cccc(C)c1NC(=O)CNC(=O)CCCc1c[nH]c2ccccc12	-6	-3	12	i	-2	-0.6	1	6	0.1	2
O=C(CCn1nnc2ccccc2c1=O)N[C@@H](Cc1c[nH]c2ccccc12)C(=O)O	-1	-6	-2	i	-3	-0.8	2	1	-2.2	-2
COc1ccc(C2OC(=O)CC2C(=O)NC2CCCCCC2)cc1OC (stereo not drawn)	1	-8	-5	i	-1	-0.1	1	3	-2.1	10

Assay outcomes from PubChem.
